Vc quorum ag – inducers of Vibrio cholerae quorum light production without autoinducers, primary screen, BH1578 luxS cqsA deficient, single point | activation, % at 18.7 µM | 350,000 tested, 0.16% active | V. cholerae BH1578 lux reporter, luminescence, 6 h | AID 588436, 2011; in the data active = activation mostly above about 9.7%, no sharp cut-off; also: not every result past the cut was called active; inactives centre near 0; reference of the scale not given here
CCHF vOTU inh – CCHFV vOTU protease inhibitors, primary screen, biochemical, Pep-AMC substrate, fluorescence | 370,000 tested, 0.55% active | AID 651958, 2012 | inhibition, % at 11.5 µM; in the data active = inhibition above about 30%; also: 0% = vehicle wells with enzyme and 100% = no enzyme wells
PriA SSB inh – inhibitors of Klebsiella pneumoniae PriA binding to SSB C-terminal tail, primary screen, biochemical, AlphaScreen | PriA–SSB C-terminal tail interaction (Klebsiella pneumoniae) | AlphaScreen SSBct-PriA binding, biotinylated peptide | inhibition, % at 33 µM | 430,000 tested, 0.6% active | AID 1272365, 2023; in the data active = inhibition mostly above about 37%, no sharp cut-off; inactive = mostly below about 20%;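 also: plate controls were negative control peptide for no effect and reference peptide for full effect; strong numbers were not always called active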
Y pestis TopoI – Yersinia pestis topoisomerase I inhibitors, primary screen, biochemical, cleavage product accumulation, plate reader, single point. Y. pestis Topo-I cleavage product accumulation. DNA topoisomerase I (Yersinia pestis CO92). 360,000 tested, 0.064% active. activity, % at 10 µM; in the data active = activity above about 50%, passing the limit was not always enough; also: inactives centre near 2
Rv3671c protease – Rv3671c serine protease inhibitors, primary screen, biochemical, fluorescence polarization, M. tuberculosis H37Rv; 320,000 tested, 0.048% active; P9WHR9; AID 2606, 2010; inhibition, % at 5.96 µM; in the data active = inhibition above about 38%;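 also: extracellular domain of Rv3671c used as enzyme; 0% = enzyme with DMSO and 100% = no enzyme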
Target sequence (P9WHR9 whole entry, looked up, the tested form may be a part): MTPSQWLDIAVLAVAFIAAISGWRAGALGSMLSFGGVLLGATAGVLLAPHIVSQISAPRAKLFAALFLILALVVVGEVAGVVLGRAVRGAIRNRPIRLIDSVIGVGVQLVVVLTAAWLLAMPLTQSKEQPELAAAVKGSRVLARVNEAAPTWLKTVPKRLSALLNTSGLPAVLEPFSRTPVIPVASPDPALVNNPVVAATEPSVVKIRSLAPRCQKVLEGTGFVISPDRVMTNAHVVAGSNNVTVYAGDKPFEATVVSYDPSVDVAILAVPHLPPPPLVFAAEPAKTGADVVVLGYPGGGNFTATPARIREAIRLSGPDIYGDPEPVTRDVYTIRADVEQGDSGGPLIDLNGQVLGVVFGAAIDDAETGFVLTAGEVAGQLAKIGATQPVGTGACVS
MazEF act – activators of E. coli MazEF toxin-antitoxin RNase, primary screen, biochemical, fluorescence, uHTS. Endoribonuclease toxin MazF (Escherichia coli (strain K12)), P0AE70. FAM/BHQ RNA-DNA oligo cleavage fluorescence, 5 h. activation, % at 20 µM. 350,000 tested, 0.32% active. AID 504720, 2011; in the data active = activation above about 50%
Target sequence (P0AE70 whole entry, looked up): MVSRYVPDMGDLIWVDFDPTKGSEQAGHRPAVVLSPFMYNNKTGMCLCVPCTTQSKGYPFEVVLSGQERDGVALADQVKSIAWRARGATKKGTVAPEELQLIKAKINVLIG
PrPC surface inh – inhibitors of human cell surface prion protein PrPC, primary screen, cell-based, TR-FRET. Major prion protein (Homo sapiens), P04156. TR-FRET read-out. inhibition, % at 13.8 µM. 370,000 tested, 0.43% active. AID 720596, 2013; in the data active = inhibition above about 24%; also: 0% = median of the test wells and 100% = reference compound wells
3CLpro inhibitor – SARS-CoV 3CLpro protease inhibitors, primary screen, biochemical, quenched FRET. 290,000 tested, 0.14% active. AID 1706, 2009. recombinant SARS-CoV 3CLpro, quenched FRET peptide cleavage. Replicase polyprotein 1ab (Severe acute respiratory syndrome coronavirus), P0C6X7. inhibition, % at 6 µM; in the data active = inhibition above about 12%
TcdB inh – TcdB glycohydrolase inhibitors, primary screen, biochemical, single point, plate reader; TcdB glycohydrolase enzymatic assay; inhibition, % at 9.99 µM; 350,000 tested, 0.24% active; AID 652162, 2013; in the data active = inhibition above about 10%
DUSP3 inh – VHR1 phosphatase inhibitors, primary screen, biochemical, absorbance, uHTS; Dual specificity protein phosphatase 3 (Homo sapiens), P51452; recombinant VHR phosphatase, pNPP absorbance; inhibition, % at 13.3 µM; 290,000 tested, 0.52% active; AID 1654, 2009; in the data active = inhibition above about 50%; also: some compounds called inactive have numbers as strong as hits
Target sequence (P51452 whole entry, looked up): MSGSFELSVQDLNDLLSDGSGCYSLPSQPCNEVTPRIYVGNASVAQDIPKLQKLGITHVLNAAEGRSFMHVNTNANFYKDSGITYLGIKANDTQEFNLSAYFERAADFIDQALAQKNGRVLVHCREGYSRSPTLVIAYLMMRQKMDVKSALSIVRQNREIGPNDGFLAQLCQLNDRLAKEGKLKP
Active calls of the source: *; i = inactive; . = no result given; & = joins results of further samples. Not all compounds are listed (hit frequency here may not be typical).

SMILES | Vc quorum ag | CCHF vOTU inh | PriA SSB inh | Y pestis TopoI | Rv3671c protease | MazEF act | PrPC surface inh | 3CLpro inhibitor | TcdB inh | DUSP3 inh
CO/N=C1\CCn2c1c(C)c1ccccc12 | 0.2 | 7 | . | -6 | 6 | 7 | 1 | -7 | 1.3 | 32
Cc1ccc(S(=O)(=O)NCC(=O)OCC(=O)NCc2ccc(F)cc2)cc1 | i | 11 | -10 | 0 | 1 | -8 | -10 | 0 | 1.2 | 22
O=C(/C=C/c1cccc(F)c1)c1ccc(N2CCOCC2)cc1 | i | -9 | -19 | -6 | 8 | -3 | 8 | -2 | 0.2 | 2
COc1ccccc1CNC(=O)C(=O)NCCC1CCCCN1S(=O)(=O)c1cccs1 (configuration not stated) | 0.7 | -3 | 4&-16 | -5 | 0 | -8 | -4 | . | -0.1 | .
Cc1cc(C)c2c(c1)cc(C)c1nnc(SCC(=O)Nc3cc(C)on3)n12 | i | -8 | -7 | 7 | -5 | 1 | -31 | -3 | 1.4 | 8
COc1ccc(/C=C(\C#N)C(=O)NCCCn2ccnc2)cc1 | i | 6 | -9 | 2 | 1 | 1 | 8 | -1 | 1.5 | 5
CCOP(=S)(OCC)SCC(=O)NC(C(=O)O)C(C)C (configuration not stated) | 3.2 | -4 | -17 | 8 | 2 | -8 | -3 | -2 | . | 3
CCN(c1ccccc1)S(=O)(=O)c1cccc(C(=O)NCc2cccnc2)c1 | 0.1 | -3 | -8 | 15 | 10 | 2 | 5 | . | 1.4 | .
Cc1ccc(/C=N/NC(=O)c2nnn(-c3nonc3N)c2-c2ccc3c(c2)OCO3)s1 | -6.7 | 5 | . | -6 | 4 | 4 | -3 | 9 | 3.0 | -15
O=C1c2cccc3cc(Br)cc(c23)C(=O)N1Nc1ccc(Br)cc1 | -0.3 | -4 | -4 | -3 | 8 | 10 | -7 | 3 | . | -10
CCn1c(SCC(=O)Nc2cc(C)on2)nnc1-c1ccco1 | -2.0 | 8 | -7 | -8 | 7 | 4 | 3 | -4 | . | 15
O=C(Nc1ccc(Cl)c(S(=O)(=O)N2CCOCC2)c1)C1=NN(c2ccccc2)C(=O)CC1 | -0.8 | 7 | -8 | 32 | 3 | 0 | -5 | . | 0.9 | .
O=c1c2c(nc3cc(-c4cccc(Cl)c4)[nH]n13)CCC2 | i | 14 | -11 | -7 | 1 | -1 | -2 | -1 | . | 30
Cc1ccc(NP(=O)(c2ccc(N(C)C)cc2NC(=O)c2cccs2)N2CCOCC2)cc1 (configuration not stated) | -0.3 | 10 | 8 | 12 | -7 | 2 | 4 | -6 | . | 3
CC(=O)CC(C)(C)NC(C)=S | -0.6 | -6 | -6 | 1 | 0 | 6 | 5 | 3 | 1.6 | 2
Cn1c(C(=O)N2CCCC(C(=O)NCc3ccccc3)C2)cc2sccc21 (configuration not stated) | -1.5 | 16 | -9 | 10 | -7 | 5 | -1 | -4 | 2.9 | 23
Cc1ccc(S(=O)(=O)Oc2ccccc2N2C(=O)C3CC=CCC3C2=O)cc1 (configuration not stated) | -0.3 | 2 | -12 | 10 | -7 | 3 | 1 | -2 | . | 13
CCCCCCC1CC(/C(C)=N\NC(N)=O)OC1=O (configuration not stated) | -0.6 | -17 | . | -3 | 2 | 1 | -2 | 6 | . | 6
CC1(C)C2CC=C(/C=N/NC(=O)C3CC3)C1C2 (configuration not stated) | -0.3 | -14 | . | 5 | 3 | -5 | 2 | 0 | -0.4 | 17
CC(=O)Nc1ccc(NC(=O)c2csc([C@@H]3O[C@H](CO)[C@H](O)[C@H](O)[C@H]3O)n2)cc1 | -0.6 | -6 | . | -4 | . | . | -3 | . | 1.1 | .
Cc1ccc(S(=O)(=O)n2nccc2-c2c(-c3ccccc3)noc2C)cc1 | -0.8 | 7 | -8 | 32 | 0 | 0 | 22 | 1 | 1.3 | 27
CC(C)c1ccc(N2C(=O)CSC23C(=O)N2CCCc4cccc3c42)cc1 (configuration not stated) | 0.3 | -11 | -11 | 24 | -1 | 3 | -4 | 3 | 2.4 | 12
Cc1ccc(S(=O)(=O)Nc2cc(C)cc(CCNC=O)c2C)cc1 | -0.8 | -1 | -13 | 6 | . | 8 | 5 | . | 1.8 | .
CC1CCCCN1C(=O)CSc1nnc(Cc2ccccc2)n1C (configuration not stated) | 1.9 | 9 | -9 | -3 | 6 | 3 | 1 | 3 | . | 26
COc1ccc(S(=O)(=O)N2CCN(C(=O)c3c(C)nn(-c4ccccc4)c3Cl)CC2)cc1 | -0.5 | -8 | -10 | 22 | -3 | 2 | 0 | -1 | . | 8
Cc1ccc(NC(=O)CSc2nc(=O)n(CCCN3CCOCC3)c3c2CCCC3)cc1F | -1.4 | 7 | -7 | 24 | -1 | -5 | -13 | . | 1.3 | .
O=S(=O)(Cc1cc(NCc2ccccc2)nc(-c2ccncc2)n1)c1ccccc1 | -0.5 | 10 | -8 | 2 | -2 | 12 | 5 | 5 | 0.6 | -2
COCC(=O)NCCc1ccc(S(N)(=O)=O)cc1 | i | 8 | -10 | 1 | 6 | 16 | -4 | 0 | 1.5 | -5
CC(=O)N1CCN(c2nc(CC(C)C)c3c(c2C#N)CCC3)CC1 | i | -15 | -5 | 8 | 0 | 11 | -1 | -1 | . | 34
CCCn1c(=O)c(C(=O)NCc2ccccc2Cl)c(O)c2ccccc21 | -0.1 | -11 | -10 | -6 | -2 | 6 | -6 | -3 | 0.2 | -8
CC(C)(C)C(=O)Nc1nnc(-c2ccncc2)o1 | -0.2 | 3 | 0 | 7 | -9 | 5 | 1 | 8 | 0.9 | 3
CCOC(=O)N1CCC(NC(=O)Cn2cc3c(n2)CCCCC3)CC1 | -0.3 | -3 | -6 | 4 | 7 | -9 | -3 | 0 | 0.7 | -15
COC(=O)c1sc2nc(C)c([N+](=O)[O-])c(C)c2c1N | -0.3 | 17 | 5 | -4 | -8 | 2 | -6 | 1 | 1.0 | -8
COc1cc(CCC(=O)Nc2cnc3ccccc3c2)cc(OC)c1OC | i | -7 | -15 | 7 | 4 | 7 | -7 | 3 | 2.1 | 24
CN1C(=O)C(CC(=O)NC2CCCCC2)N(C)C1=O (configuration not stated) | i | -1 | -2 | -1 | -3 | 3 | -3 | -1 | -0.5 | 5
Cc1cc(C(=O)N/N=C/c2cccc(OC(=O)c3cccc(Br)c3)c2)n[nH]1 | i | 3 | . | 5 | . | 0 | -4 | 2 | 2.0 | -2
CCCCn1c2nc3ccccc3nc2c2c(=N)oc(C)nc21 | 1.4 | -47 | -6 | 5 | . | 3 | -3 | . | 0.9 | 30
Cc1cc(OCC(=O)Nc2ccc(CN3CCOCC3)cc2)c2c(C)c(C)c(=O)oc2c1 | -0.2 | 5 | 1 | 5 | -3 | 1 | -3 | -4 | 1.0 | 12
COc1ccc(C)cc1S(=O)(=O)Nc1ccc(-n2c(C)nc3ccccc3c2=O)cc1 | i | 4 | -8 | 30 | 3 | 6 | 10 | . | -0.1 | .
Cc1cc(=O)n(C(C)c2ccccc2)n1C(C)c1ccccc1 (configuration not stated) | i | 2 | -9 | 15 | . | 5 | -2 | . | 2.7 | .
COc1ccccc1CC(=O)Nc1ccc([N+](=O)[O-])cc1O | i | 22 | 5 | 2 | -15 | -23 | -19 | 0 | -0.4 | 10
CCCOc1ccc(/C(O)=C2/C(=O)C(=O)N(c3cc(C)on3)C2c2ccc(C(=O)OC)cc2)cc1 (configuration not stated) | i | 16 | . | 13 | 2 | 1 | -3 | -1 | . | 7
CCCC(=O)NCc1ccccc1Cl | -0.3 | -10 | 0 | 15 | 2 | 7 | 5 | -6 | 1.0 | 20
CCc1ccc(OCC(=O)OC(C)C(=O)Nc2ccc(Cl)cn2)cc1 (configuration not stated) | -0.4 | 18 | -12 | -5 | -6 | -8 | -5 | . | -0.1 | .
Cc1cc(OCC(=O)Nc2ccncc2)c(C)cc1Br | i | 5 | -7 | 4 | -3 | -14 | 13 | 1 | 1.2 | -8
CCCCN(CC)S(=O)(=O)N1CCC(C(=O)NCCCN2CCOCC2)CC1 | -0.7 | 10 | -7 | -7 | -5 | 1 | 1 | 3 | 0.1 | 22
CCn1cc(C(=O)NCC(C)C)c(=O)c2cc(F)c(N3CCN(C(=O)c4ccco4)CC3)cc21 | -0.4 | -4 | -7 | 23 | -5 | 3 | -4 | 1 | -0.2 | 12
COc1ccc(CC(=O)N2CC3(C)CC2CC(C)(C)C3)cc1 (configuration not stated) | -0.4 | 4 | -1 | 8 | -2 | 5 | 5 | 1 | 1.1 | -2
COc1ccc(C(Nc2ccccc2)P(=O)(Oc2ccccc2)Oc2ccccc2)cc1 (configuration not stated) | -1.6 | -12 | -5 | 28 | -3 | -4 | 2 | 0 | . | -6
Cc1c(Cc2ccccc2)c(=O)oc2cc(O)ccc12 | -0.4 | -402 | -26 | 12 | -10 | 2 | 3 | 1 | -1.4 | -17
COc1ccc(C(C(=O)Nc2ccc(C(C)C)cc2)N(Cc2ccco2)C(=O)CC2NC(=O)NC2=O)cc1 (configuration not stated) | -0.8 | 13 | 14 | 14 | -5 | -1 | 1 | 7 | -0.5 | 0
COc1ccc(Cn2nnnc2C(c2ccccc2Cl)N2CCN(C3CCCC3)CC2)cc1 (configuration not stated) | -0.9 | 2 | -2 | -5 | . | -6 | -6 | 0 | . | 6
O=C(Nc1ccc(N2CCN(C(=O)c3ccco3)CC2)cc1)c1cccs1 | i | -5 | 9 | 0 | -1 | 4 | 9 | -5 | . | 19
CCOCCCn1c(SCC(=O)Nc2cc(OC)ccc2OC)nc2ccccc2c1=O | 0.8 | 0 | -17 | 3 | -2 | -4 | 15 | -5 | 2.8 | 0
CC(=O)Nc1ccc(C(=O)N(C)C(C(=O)Nc2ccc(C)cc2)c2ccccn2)cc1 (configuration not stated) | -0.2 | 4 | -17 | 0 | -3 | -5 | -3 | -3 | 0.5 | 4
COc1ccc(C(=O)Nc2ccc(C(=O)N3CCOCC3)cc2)cc1OC | -0.1 | -1 | -5 | -1 | 9 | 9 | -7 | -3 | 0.8 | 7

Entries of single compounds, quoted from the list. Values in the order: Vc quorum ag | CCHF vOTU inh | PriA SSB inh | Y pestis TopoI | Rv3671c protease | MazEF act | PrPC surface inh | 3CLpro inhibitor | TcdB inh | DUSP3 inh
Listed for CCc1ccc(OCC(=O)OC(C)C(=O)Nc2ccc(Cl)cn2)cc1 (configuration not stated) = -0.4 | 18 | -12 | -5 | -6 | -8 | -5 | . | -0.1 | .
Listed for COc1ccc(C(=O)Nc2ccc(C(=O)N3CCOCC3)cc2)cc1OC = -0.1 | -1 | -5 | -1 | 9 | 9 | -7 | -3 | 0.8 | 7
Listed for CCCOc1ccc(/C(O)=C2/C(=O)C(=O)N(c3cc(C)on3)C2c2ccc(C(=O)OC)cc2)cc1 (configuration not stated) = i | 16 | . | 13 | 2 | 1 | -3 | -1 | . | 7
Listed for CC(=O)Nc1ccc(C(=O)N(C)C(C(=O)Nc2ccc(C)cc2)c2ccccn2)cc1 (configuration not stated) = -0.2 | 4 | -17 | 0 | -3 | -5 | -3 | -3 | 0.5 | 4
